TcdB inh: inhibitors of Clostridioides difficile toxin B glycohydrolase; P18177; inhibition, % at 9.99 µM; 350,000 tested, 0.24% active; AID 652162; TcdB glycohydrolase enzymatic assay, plate reader; in the data active = inhibition above about 10%
BioA inh: BioA (M. tuberculosis) enzyme inhibition; purified M. tuberculosis BioA enzyme, plate reader; inhibition, % at 9.99 µM; 360,000 tested, 0.096% active; AID 602481; in the data active = inhibition above about 40%
* hit, by the source's call. Some of the compounds tested; the hit share may differ from the screen's.

Fields – TcdB inh | BioA inh
> O=C(Nc1ccccc1)N1CCCCN2[C@H](C1)[C@@H](c1ccc(-c3ccccc3F)cc1)[C@@H]2CO
→ -0.1 | 9.9
> COc1ccc(C#Cc2cnc3c(c2)C(=O)N([C@H](C)CO)C[C@H](C)[C@H](CN(C)C(=O)Nc2cccc4ccccc24)O3)cc1OC
→ 0.8 | 2.4
> COCC#Cc1ccc2c(c1)O[C@H](CN(C)C(=O)C1CCCCC1)[C@H](C)CN([C@@H](C)CO)S2(=O)=O
→ 0.2 | 0.7
> CO[C@@H]1CN(C)C(=O)c2ccc(NC(=O)Nc3cc(F)ccc3F)cc2OC[C@@H](C)N(C)C[C@@H]1C
→ 0.1 | 1.9
> CO[C@@H]1CC[C@H]2CCN(C)C(=O)[C@@H](C)CN(C)C(=O)c3cccc(C#N)c3OC[C@@H]1O2
→ 0.6 | 10.4
> C[C@H](CO)N1C[C@H](C)[C@H](CN(C)Cc2ccccc2C(=O)O)Oc2cc(-c3ccc(F)cc3)ccc2S1(=O)=O
→ -0.8 | -1.3
> C[C@H](CO)N1C[C@H](C)[C@@H](CN(C)C(=O)Nc2ccc(C(F)(F)F)cc2)Oc2ccc(NC(=O)Nc3cccc4ccccc34)cc2CC1=O
→ -3.3 | 4.0
> CO[C@@H]1CN(C)C(=O)c2ccc(NC(=O)Nc3ccccc3F)cc2OC[C@@H](C)N(C(C)=O)C[C@@H]1C
→ 0.3 | 0.2
> C[C@H]1CN([C@@H](C)CO)C(=O)c2cccc(NC(=O)C3CC3)c2O[C@H]1CN(C)C(=O)Nc1cccc2ccccc12
→ 0.5 | -2.6
> CC(=O)N(C)C[C@H]1Oc2cc(C#C[C@H](C)O)ccc2S(=O)(=O)N([C@@H](C)CO)C[C@@H]1C
→ 0.8 | -1.8
> CC(=O)N(C)C[C@@H]1Oc2cc(-c3ccccc3C)ccc2S(=O)(=O)N([C@H](C)CO)C[C@H]1C
→ -0.3 | 0.4
> CN(C)CC(=O)Nc1ccc2c(c1)[C@H]1C[C@H](CC(=O)NC3CCCCC3)O[C@@H](CO)[C@H]1O2
→ -2.2 | -0.3
> CN1[C@@H]2Cn3c(ccc(C4=CCCCC4)c3=O)[C@H]1[C@@H](C(=O)N1CCCCC1)[C@@H]2CO
→ -0.2 | -0.8
> COc1ccc(-c2ccc3n(c2=O)C[C@H]2[C@H](CO)[C@@H](C(=O)N(C)C)[C@@H]3N2Cc2cccnc2)cc1
→ 0.0 | -1.0
> C[C@H]1CCCCO[C@H](CN(C)S(=O)(=O)c2ccccc2)[C@@H](C)CN([C@@H](C)CO)C(=O)c2cc(NC(=O)NC3CCCCC3)ccc2O1
→ -0.6 | 1.4
> Cc1ccc(S(=O)(=O)N(C)C[C@H]2OCCCC[C@H](C)Oc3ccc(NC(=O)Nc4ccc(F)cc4)cc3C(=O)N([C@H](C)CO)C[C@H]2C)cc1
→ -0.8 | -3.4
> CN(C)CC(=O)N[C@@H]1CC[C@@H](CCNC(=O)C2CCCCC2)O[C@@H]1CO
→ -0.1 | -1.8
> C[C@H]1CN([C@@H](C)CO)C(=O)c2cccc(NC(=O)Nc3ccccc3)c2O[C@H]1CN(C)C(=O)Nc1cccc2ccccc12
→ 0.0 | -1.4
> COc1ccc(C(=O)N2C[C@@H]3[C@H](c4ccccc42)[C@H](CO)N3Cc2ccccc2Cl)cc1
→ -0.4 | -4.2
> COc1ccc(C(=O)N2C[C@H]3[C@@H](c4ccccc42)[C@@H](CO)N3C(=O)NC(C)C)cc1
→ -0.1 | 0.9
> Cc1cccc(-c2ccc([C@@H]3[C@@H](CO)N4CCCCN(S(=O)(=O)c5ccccc5C)C[C@@H]34)cc2)c1
→ -0.7 | -4.9
> C[C@@H]1CN([C@H](C)CO)C(=O)Cc2cc(NS(=O)(=O)c3ccc(Cl)cc3)ccc2O[C@@H]1CN(C)S(=O)(=O)c1cn(C)cn1
→ 1.6 | -1.0
> C/C=C/c1ccc2c(c1)O[C@@H](CN(C)C(=O)c1ccncc1)[C@H](C)CN([C@H](C)CO)S2(=O)=O
→ 1.1 | 18.1
> C[C@@H]1CN([C@H](C)CO)C(=O)c2cc(NC(=O)Nc3ccc4c(c3)OCO4)ccc2O[C@@H]1CN(C)C(=O)NC1CCCCC1
→ -1.1 | -3.3
> COCC(=O)N(C)C[C@H]1Oc2ncc(C#Cc3ccc(OC)cc3)cc2C(=O)N([C@H](C)CO)C[C@H]1C
→ 1.2 | -1.8
> O=C(NC1Cc2ccccc2C1)[C@@H]1N[C@@H]2c3ccc(C4=CCCC4)c(=O)n3C[C@@H]2[C@H]1CO
→ 0.9 | -1.9
> C[C@@H]1CCCCO[C@@H](CN(C)Cc2ccc(Cl)c(Cl)c2)[C@@H](C)CN([C@H](C)CO)C(=O)c2cc(NC(=O)Nc3ccc(C(F)(F)F)cc3)ccc2O1
→ 0.5 | -2.5
> CCCC(=O)Nc1ccc2c(c1)C(=O)N(C)[C@H]1CC[C@@H](CC(=O)NC3CCCC3)O[C@@H]1CO2
→ -2.1 | 3.4
> C[C@@H]1CN([C@@H](C)CO)C(=O)c2cc(NS(=O)(=O)c3ccccc3)ccc2O[C@@H]1CN(C)C(=O)Nc1cccc2ccccc12
→ 3.0 | -1.3
> COc1cccc(S(=O)(=O)N2C[C@@H](O)COC[C@@H]3O[C@@H](CC(=O)N4CCCCC4)CC[C@H]32)c1
→ -0.2 | -0.5
> C[C@H](CO)N1C[C@H](C)[C@@H](CN(C)S(=O)(=O)c2cn(C)cn2)Oc2ccc(NC(=O)c3ccncc3)cc2C1=O
→ -1.8 | 0.3
> C[C@@H]1CN([C@@H](C)CO)C(=O)Cc2cc(NC(=O)Cn3cnnn3)ccc2O[C@H]1CN(C)CC1CCCCC1
→ 0.0 | 2.3
> CCCNC(=O)N(C)C[C@H]1Oc2ncc(/C=C/c3ccccc3)cc2C(=O)N([C@H](C)CO)C[C@H]1C
→ -1.0 | -3.7
> C[C@H](CO)N1C[C@H](C)[C@H](CN(C)C(=O)CN2CCOCC2)Oc2ncc(C3=CCCCC3)cc2C1=O
→ 0.1 | -1.2
> O=C(C[C@H]1CC[C@H](NC(=O)C2CCC2)[C@H](CO)O1)NCCCN1CCOCC1
→ 0.5 | -2.0
> C[C@@H]1CN([C@H](C)CO)C(=O)c2cc(NC(=O)Cc3ccccc3)ccc2O[C@H]1CN(C)S(=O)(=O)c1cccs1
→ -2.4 | 2.2
> O=C(Nc1ccc(Cl)c(Cl)c1)N[C@H]1CC[C@@H](CCn2cc(C3CCCCC3)nn2)O[C@H]1CO
→ 0.3 | 2.2
> O=C(Cc1cccnc1)N1[C@@H](CO)[C@@H](c2ccccc2)[C@@H]1CNCC1CCC1
→ 0.4 | 4.4
> COCC(=O)Nc1ccc2c(c1)OC[C@H](C)N(C(=O)c1ccccc1)C[C@@H](C)[C@@H](OC)CN(C)C2=O
→ 1.3 | -0.2
> O=C(C[C@H]1CC[C@@H](NC(=O)CCN2CCCCC2)[C@H](CO)O1)Nc1ccc(-c2ccccc2)cc1
→ 1.0 | 5.0
> O=C(C[C@H]1CC[C@@H]2[C@H](COC[C@H](O)CN2S(=O)(=O)c2ccccc2)O1)Nc1ccccc1
→ 0.6 | 1.1
> CN1CCN(C(=O)C[C@@H]2CC[C@H]3[C@@H](COC[C@H](O)CN3CC3CCCCC3)O2)CC1
→ -1.0 | 1.5
> O=C(C[C@H]1C[C@@H]2c3cc(NC(=O)CC4CC4)ccc3O[C@@H]2[C@@H](CO)O1)NCc1ccc2c(c1)OCO2
→ 0.2 | 0.3
> COc1ccccc1NC(=O)N1CCCCN2[C@H](CO)[C@H](c3ccc(-c4cccc(C#N)c4)cc3)[C@@H]2C1
→ 0.0 | 0.7
> C[C@@H]1CN([C@H](C)CO)C(=O)Cc2cc(N(C)C)ccc2O[C@@H]1CN(C)Cc1ccc(C(F)(F)F)cc1
→ -3.1 | 0.9
> CC(C)CC#Cc1ccc2c(c1)O[C@@H](CN(C)C(=O)c1cccnc1)[C@H](C)CN([C@@H](C)CO)S2(=O)=O
→ -4.5 | 0.8
> CC(C)NC(=O)N1CCCCN2[C@@H](CO)[C@@H](c3ccc(Br)cc3)[C@@H]2C1
→ -1.0 | -0.6
> COc1ccc(S(=O)(=O)Nc2cccc3c2O[C@H](CN(C)S(=O)(=O)c2ccc(Cl)cc2)[C@H](C)CN([C@@H](C)CO)C3=O)cc1
→ -0.5 | 5.5
> CO[C@@H]1CN(C)C(=O)c2cc(NS(=O)(=O)c3ccccc3Cl)ccc2OC[C@H](C)NC[C@@H]1C
→ -0.4 | -2.0
> CO[C@H]1CN(C)C(=O)c2cc(NS(C)(=O)=O)ccc2OC[C@@H](C)N(CC2CCCCC2)C[C@@H]1C
→ -1.1 | 3.0
> O=C(Cc1ccccn1)NCC[C@@H]1CC[C@@H](NC(=O)CN2CCOCC2)[C@@H](CO)O1
→ 0.9 | -2.5
> CO[C@H]1O[C@H](CO)[C@@H](OC(=O)Nc2ccc3c(c2)OCO3)[C@H](OC(=O)Nc2ccccc2)[C@H]1OC(=O)Nc1ccccc1
→ 0.7 | -0.6
> C[C@@H]1CCCCO[C@H](CN(C)C(=O)Nc2ccccc2)[C@H](C)CN([C@@H](C)CO)C(=O)c2cc(NS(=O)(=O)c3ccccc3)ccc2O1
→ -0.6 | -2.0
> COc1cccc(-c2ccc([C@@H]3[C@@H](CO)N4CCCCN(C(=O)NC(C)C)C[C@H]34)cc2)c1
→ -1.2 | -1.4
> O=C(Nc1cccc(Cl)c1)N1C[C@H]2[C@@H](c3ccccc31)[C@H](CO)N2C(=O)C1CCCC1
→ 0.9 | -0.3
> COCc1cn(CC[C@H]2CC[C@@H](NC(=O)Nc3ccc(F)cc3)[C@@H](CO)O2)nn1
→ -0.9 | 4.3
> O=C(N[C@H]1C=C[C@H](CC(=O)N2CCN(c3ccccc3)CC2)O[C@@H]1CO)c1ccccc1
→ 0.0 | -0.5
> CNC(=O)C[C@H]1CC[C@@H]2[C@@H](COc3ccc(NS(=O)(=O)c4ccccc4C)cc3C(=O)N2C)O1
→ 6.9 | -0.1
> C[C@@H]1CN([C@H](C)CO)C(=O)c2cc(NC(=O)NC3CCCCC3)ccc2O[C@@H](C)CCCCO[C@@H]1CN(C)C(=O)NC1CCCCC1
→ 0.5 | -0.9
> CCS(=O)(=O)N1[C@H](CO)[C@@H](c2ccc(C#CCC3CCCC3)cc2)[C@@H]1C#N
→ 0.4 | -1.6

Shown as a markdown table: part of the list above
| SMILES | TcdB inh | BioA inh |
| --- | --- | --- |
| CO[C@@H]1CN(C)C(=O)c2cc(NS(=O)(=O)c3ccccc3Cl)ccc2OC[C@H](C)NC[C@@H]1C | -0.4 | -2.0 |
| CO[C@H]1CN(C)C(=O)c2cc(NS(C)(=O)=O)ccc2OC[C@@H](C)N(CC2CCCCC2)C[C@@H]1C | -1.1 | 3.0 |
| O=C(Cc1ccccn1)NCC[C@@H]1CC[C@@H](NC(=O)CN2CCOCC2)[C@@H](CO)O1 | 0.9 | -2.5 |
| CO[C@H]1O[C@H](CO)[C@@H](OC(=O)Nc2ccc3c(c2)OCO3)[C@H](OC(=O)Nc2ccccc2)[C@H]1OC(=O)Nc1ccccc1 | 0.7 | -0.6 |

Ordered by formula weight (lowest first): 3 of the compounds above
Fields – TcdB inh | BioA inh
> O=C(Nc1cccc(Cl)c1)N1C[C@H]2[C@@H](c3ccccc31)[C@H](CO)N2C(=O)C1CCCC1
→ 0.9 | -0.3
> CC(C)CC#Cc1ccc2c(c1)O[C@@H](CN(C)C(=O)c1cccnc1)[C@H](C)CN([C@@H](C)CO)S2(=O)=O
→ -4.5 | 0.8
> C[C@@H]1CCCCO[C@H](CN(C)C(=O)Nc2ccccc2)[C@H](C)CN([C@@H](C)CO)C(=O)c2cc(NS(=O)(=O)c3ccccc3)ccc2O1
→ -0.6 | -2.0

More entries
Fields – TcdB inh | BioA inh
> COc1ccc(S(=O)(=O)Nc2ccc3c(c2)C(=O)N([C@H](C)CO)C[C@H](C)[C@@H](CN(C)S(=O)(=O)c2cn(C)cn2)O3)cc1
→ 0.8 | -1.2
> O=C(C1CCCC1)N1CCCCN2[C@H](CO)[C@H](c3ccc(-c4ccncc4)cc3)[C@H]2C1
→ -0.2 | 1.3
> C[C@@H]1CN([C@H](C)CO)C(=O)c2cc(NC(=O)CCCN(C)C)ccc2O[C@H]1CN(C)Cc1ccc(C(=O)O)cc1
→ -1.5 | -1.3
> COC(=O)[C@H]1[C@H](CO)[C@H]2Cn3c(ccc(-c4ccccc4)c3=O)[C@@H]1N2CC1CCCCC1
→ 1.5 | 0.1
> COc1cccc(S(=O)(=O)Nc2ccc3c(c2)[C@@H]2C[C@@H](CC(=O)NCc4cccc(F)c4)O[C@H](CO)[C@@H]2O3)c1
→ 0.4 | 0.8
> CCNC(=O)C[C@@H]1C=C[C@@H](NC(=O)NC2CCCCC2)[C@H](CO)O1
→ -6.7 | 1.2
> Cc1cccc(CN(C)C[C@@H]2Oc3ncc(Br)cc3C(=O)N([C@H](C)CO)C[C@@H]2C)c1
→ -0.5 | 0.3
> Cc1noc(C)c1NC(=O)Nc1ccc2c(c1)C(=O)N([C@@H](C)CO)C[C@H](C)[C@H](CN(C)Cc1ccccc1)O2
→ -0.6 | -1.3
> O=C(C[C@H]1CC[C@H]2[C@@H](COC[C@H](O)CN2S(=O)(=O)c2ccc(Cl)cc2)O1)N[C@@H]1CCN(Cc2ccccc2)C1
→ -0.1 | 1.2
> CCNC(=O)C[C@H]1CC[C@H]2[C@H](COc3ccc(NC(=O)Nc4cccc(Cl)c4)cc3C(=O)N2C)O1
→ -0.2 | -1.7
> COc1ccc(NC(=O)Nc2ccc3c(c2)C(=O)N([C@@H](C)CO)C[C@H](C)[C@H](CN(C)Cc2ccc(C(=O)Nc4ccccc4N)cc2)O3)cc1
→ 0.0 | -1.9
> C[C@H]1CN([C@@H](C)CO)C(=O)c2cc(C#Cc3ccccc3)cnc2O[C@H]1CN(C)C(=O)CCN1CCCCC1
→ 0.5 | 0.0
> COc1cccc(-c2cn(CC[C@@H]3CC[C@@H](NC(C)=O)[C@@H](CO)O3)nn2)c1
→ -0.4 | 1.0
> CC(=O)N[C@@H]1CC[C@H](CCNC(=O)Nc2ccc(C(F)(F)F)cc2)O[C@H]1CO
→ -0.6 | -2.8
> COc1ccc(NC(=O)Nc2ccc3c(c2)[C@H]2C[C@H](CC(=O)NC4CCCCC4)O[C@H](CO)[C@H]2O3)cc1
→ -2.6 | 0.4
> C[C@H]1CN([C@@H](C)CO)C(=O)c2cc(Br)cnc2O[C@H]1CN(C)Cc1ccncc1
→ -0.7 | -3.1

Screening data (PubChem)
